Bioassay records (PubChem BioAssay)
HCV core dimer – HCV core protein dimerization inhibition; TR-FRET GST/Flag-core106 dimerization, 1536-well; inhibition, % at 5 µM; 300,000 tested, 0.33% active; AID 1899;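 active means inhibition above the mean of all tested compounds plus 3 SD, set per screening campaign, cut at about 45% in these data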
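Assay system: Tagged HCV core106 pair (GST and Flag) | Buffer or medium: KF-containing HEPES buffer, pH 7.45, DTT, CHAPS, BSA | Also added: Eu donor and XL665 acceptor anti-tag antibodies | Dosing: One concentration, 5 µM, in 0.5% DMSO | Timing: 4 h at 22.5 °C | Technique: TR-FRET 671 and 617 nm emission | Repeats: Singlicate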
PP1 counter – counter-screen for PP5 inhibitors: inhibitors of human PP1-alpha; P62136; purified PP1alpha, OMFP fluorescence; inhibition, % at 6.7 µM; 320,000 tested, 0.9% active; AID 2235;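 active means inhibition above the mean inhibition of all tested compounds plus 3 SD, computed separately for each screening campaign, cut at about 15% in these data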
procasp3 activ – activates human procaspase-3. recombinant procaspase-3 D3A, Ac-DEVD-pNA absorbance 405 nm. activation, % at 8.5 µM. 330,000 tested, 0.11% active. AID 463141. P42574;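 active means activation above the mean of all tested compounds plus 3 SD, cut at about 21% in these data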;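 further: 0% = DMSO alone and 100% = DMSO wells spiked with extra 5 µM PC-3 D3A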
Target sequence (P42574 whole entry D9A/D28A/D175A): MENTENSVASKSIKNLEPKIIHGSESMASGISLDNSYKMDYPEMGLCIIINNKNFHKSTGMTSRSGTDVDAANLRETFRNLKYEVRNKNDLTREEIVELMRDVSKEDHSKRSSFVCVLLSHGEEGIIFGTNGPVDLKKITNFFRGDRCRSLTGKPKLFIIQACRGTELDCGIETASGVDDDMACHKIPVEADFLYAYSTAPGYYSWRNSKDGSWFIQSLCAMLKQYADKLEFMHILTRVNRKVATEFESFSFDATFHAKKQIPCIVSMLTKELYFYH
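System: Procaspase-3 D3A mutant. Medium: Zinc-free 300 mM NaCl, 50 mM HEPES, 0.01% Triton X-100. Schedule: 1 h preincubation plus 2 h reaction at 25 °C. Measured by: 405 nm absorbance of p-nitroaniline, reads at 0 and 120 min. Read-out: percent activation relative to control range.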
PAFAH2 inh – inhibitors of human PAFAH2; recombinant PAFAH2, FP-rhodamine activity probe, fluorescence polarization; inhibition, % at 3.39 µM; AID 492956; 340,000 tested, 0.99% active;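 active means inhibition above the mean over all tested compounds plus 3 SD, cut at about 30% in these data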;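 further: inhibitors block probe labeling of enzyme so polarization drops; 0% = enzyme with DMSO and 100% = wells lacking PAFAH2 protein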
TPT1 inh – inhibitors of Candida albicans tRNA 2'-phosphotransferase TPT1; 300,000 tested, 0.81% active; recombinant caTPT1, FP RNA substrate dephosphorylation; inhibition, % at 5 µM;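 active means inhibition above the mean of all tested compounds plus 3 SD, set per screening campaign, cut at about 24% in these data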;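 further: plate controls were DMSO alone for no effect and ferristatin control at 100 nM for full effect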
PP5 primary – blocks human protein phosphatase 5 activity. AID 1987. inhibition, % at 6.7 µM. purified PP5c, OMFP substrate fluorescence. P53041. 320,000 tested, 0.18% active;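 active means inhibition above the campaign's mean inhibition across all tested compounds plus 3 SD, cut at about 9.5% in these data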;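 further: 0% = DMSO only and 100% = 100 µM cantharidin control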
Target sequence (P53041 whole entry, looked up): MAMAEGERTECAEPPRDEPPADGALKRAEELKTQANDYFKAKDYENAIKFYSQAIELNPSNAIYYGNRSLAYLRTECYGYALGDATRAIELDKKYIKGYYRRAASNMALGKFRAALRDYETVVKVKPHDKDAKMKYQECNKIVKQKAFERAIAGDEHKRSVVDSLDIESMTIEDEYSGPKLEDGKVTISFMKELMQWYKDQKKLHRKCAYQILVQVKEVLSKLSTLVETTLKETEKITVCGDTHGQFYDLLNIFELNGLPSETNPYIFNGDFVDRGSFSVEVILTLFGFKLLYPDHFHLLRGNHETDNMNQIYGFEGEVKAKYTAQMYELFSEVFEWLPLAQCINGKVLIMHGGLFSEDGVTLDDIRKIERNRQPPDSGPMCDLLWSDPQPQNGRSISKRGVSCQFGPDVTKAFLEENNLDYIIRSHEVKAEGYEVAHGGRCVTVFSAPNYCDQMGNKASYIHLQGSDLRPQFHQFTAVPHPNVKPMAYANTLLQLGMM
AHR activator – activators of human aryl hydrocarbon receptor | P35869 | activation, % at 5 µM | AID 2796 | AHR-responsive luciferase reporter cells, luminescence | 320,000 tested, 2.5% active; in the data active means activation above about 47%;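 further: 0% = vehicle wells and 100% = reference agonist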
procasp7 counter – counter-screen for procaspase-3 activators: activators of human procaspase-7 | P55210 | recombinant procaspase-7, Ac-DEVD-pNA absorbance 405 nm; D23A/D198A/D206A triple mutant, cannot self-cleave; scale: DMSO 0, 5 µM enzyme 100 | 330,000 tested, 0.093% active | AID 463210 | activation, % at 8.5 µM;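 active means percent activation above the screen-wide mean plus 3 SD, cut at about 25% in these data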
Target sequence (P55210 whole entry D23A/D198A/D206A): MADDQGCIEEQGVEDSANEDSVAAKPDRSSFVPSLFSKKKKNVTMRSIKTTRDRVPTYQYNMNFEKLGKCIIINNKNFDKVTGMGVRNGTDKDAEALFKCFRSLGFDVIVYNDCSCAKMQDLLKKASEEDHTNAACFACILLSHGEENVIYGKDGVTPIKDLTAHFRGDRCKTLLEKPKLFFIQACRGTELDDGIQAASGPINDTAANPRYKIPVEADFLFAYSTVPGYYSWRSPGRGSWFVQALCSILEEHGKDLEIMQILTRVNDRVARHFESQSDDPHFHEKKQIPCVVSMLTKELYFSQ
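Material: Procaspase-7 triple mutant (PC-7 D3A) | Quantity: 2 µM procaspase-7 mutant as dispensed | Reagent: DEVD-pNA substrate | Times: 1 h preincubation, 2 h reaction | Technique: 405 nm absorbance of p-nitroaniline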
CTSL1 counter – counter-screen for PFM18AAP inhibitors: inhibitors of F. hepatica cathepsin L1; 300,000 tested, 0.49% active; inhibition, % at 5.96 µM; AID 1906; recombinant F. hepatica cathepsin L1, Z-Leu-Arg-MCA fluorescence;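 active means inhibition above the mean of all tested compounds plus 3 SD, set per screening campaign, cut at about 17% in these data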;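 further: 0% = plate median of test compound wells and 100% = 1 µM Z-Phe-Ala-diazomethylketone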
The depositor's hits bear a star; x = not tested or not shown. Not a hit list; about 5.6% have a hit in one of these screens.

SMILES	HCV core dimer	PP1 counter	procasp3 activ	PAFAH2 inh	TPT1 inh	PP5 primary	AHR activator	procasp7 counter	CTSL1 counter
Cn1c(CNC(=O)CNC(=O)c2cccc(Cl)c2)cc(=O)n(C)c1=O	-10	-4	-1	4	2	1.4	1	-7	-5
CCOC(=O)C1(CCOc2ccccc2)CCN(Cc2ccccc2O)CC1	-19	-8	3	5	-1	4.0	-1	11	7
COc1ccc(S(=O)(=O)N2CCCN(C)CC2)cc1	-4	1	9	-4	-2	-2.8	1	4	5
CN(C(=O)COC(=O)c1cc2ccccc2cc1O)c1c(N)n(Cc2ccccc2)c(=O)[nH]c1=O	-4	3	1	3	-1	-2.4	4	1	8
COc1cccc(C(=O)NC(C)CCc2ccccc2)c1 (configuration not stated)	1	0	4	5	3	-1.6	0	-6	-5
CCc1nc2cc(Cl)c(Cl)cc2nc1CC	-2	-2	-1	-2	-4	1.9	1	11	-3
CCC(=O)Nc1nnc(S(=O)(=O)N(CC)c2ccc(Cl)cc2)s1	1	5	3	8	4	4.2	1	8	-12
COc1ccc(-n2ccc(=O)c(C(=O)O)n2)cc1	-6	-3	0	7	-3	1.2	0	-4	4
COc1ccc(NC(=O)/C=C/c2ccc(OC(F)F)cc2)cn1	-8	-3	-3	-11	0	1.7	-5	-6	-6
O=C(COC(=O)CNC(=O)c1ccccc1F)Nc1nnc(-c2ccccc2)o1	2	-3	-4	5	-1	-0.5	-1	5	3

One compound at a time, from the list above. Values in the order: HCV core dimer | PP1 counter | procasp3 activ | PAFAH2 inh | TPT1 inh | PP5 primary | AHR activator | procasp7 counter | CTSL1 counter
O=C(COC(=O)CNC(=O)c1ccccc1F)Nc1nnc(-c2ccccc2)o1 across the screens: 2 | -3 | -4 | 5 | -1 | -0.5 | -1 | 5 | 3
CCOC(=O)C1(CCOc2ccccc2)CCN(Cc2ccccc2O)CC1 across the screens: -19 | -8 | 3 | 5 | -1 | 4.0 | -1 | 11 | 7
Cn1c(CNC(=O)CNC(=O)c2cccc(Cl)c2)cc(=O)n(C)c1=O across the screens: -10 | -4 | -1 | 4 | 2 | 1.4 | 1 | -7 | -5
CCC(=O)Nc1nnc(S(=O)(=O)N(CC)c2ccc(Cl)cc2)s1 across the screens: 1 | 5 | 3 | 8 | 4 | 4.2 | 1 | 8 | -12
COc1ccc(NC(=O)/C=C/c2ccc(OC(F)F)cc2)cn1 across the screens: -8 | -3 | -3 | -11 | 0 | 1.7 | -5 | -6 | -6

Further records.
SMILES	HCV core dimer	PP1 counter	procasp3 activ	PAFAH2 inh	TPT1 inh	PP5 primary	AHR activator	procasp7 counter	CTSL1 counter
CCNC(=S)NC(=NCc1cccnc1)Nc1nc(C)cc(C)n1	-5	-2	1	-5	-2	2.7	40	-5	-1
COc1ccc(NC(=O)CCC(=O)c2ccc(Cl)cc2)cn1	x	-6	1	-5	x	-2.2	1	13	x
O=C(Nc1ccccc1)C(c1ccccc1)c1ccccc1	-4	-2	-7	4	2	5.1	0	0	0
COc1ccc(/C=C\C(=O)NCC(=O)N/N=C/c2cccc(OC)c2O)cc1	-5	8	1	-1	3	-1.0	2	-4	0
CC(C)N(Cc1ccccc1)C(=O)COC(=O)c1cc[n+]([O-])cc1	x	x	-2	10	x	x	-1	0	x
CCOC(=O)N1CCC(NC(=O)c2ccc3c(c2)N=C(CC)c2cc(C)ccc2S3)CC1	14	5	5	7	-1	1.4	2	1	0
COc1ccccc1CCNC(=O)C(=O)c1cn(CC(=O)N2CCOCC2)c2ccccc12	-4	-5	1	3	2	1.8	9	-5	-4
N#Cc1ccc(CSc2nnc(-c3cccc(S(=O)(=O)N4CCCCC4)c3)o2)cc1	4	-3	7	3	-4	1.9	2	10	-2
CCOC(=O)C1=C(c2ccccc2)Nc2nc(C)nn2C1c1cccc(OC)c1OC (configuration not stated)	2	0	1	-4	-3	-1.0	1	15	2
CN1CCN(CCCNC(=O)Nc2ccc([N+](=O)[O-])cc2)CC1	0	-1	12	-5	0	2.5	0	-7	1
COc1ccccc1C(=O)NCC(=O)OCCCOC(=O)CNC(=O)c1ccccc1OC	-1	-2	7	7	1	0.5	0	6	-2
COc1ccc(/C=C2/SC(=O)NC2=O)cc1	-3	-4	-2	-10	-2	-1.4	8	-8	4
COc1ccc(NC(=O)CSc2nnc(C3CCCCC3)n2N)cc1OC	-1	0	1	4	0	-0.1	1	-7	1
Cn1c(CS(=O)Cc2c(Cl)cccc2Cl)nnc1SCc1ccc(Cl)cc1 (configuration not stated)	0	-4	2	0	-9	1.8	-5	5	-6
O=C(c1cccc(N2C(=O)c3ccccc3C2=O)c1)N1CCCC(C(F)(F)F)C1 (configuration not stated)	2	0	-9	2	0	-1.3	-1	2	1
Cc1cccc2nc(CSc3nc4ccccc4o3)cn12	0	-2	4	0	2	1.0	-3	5	-2
COc1cccc(/C=N/NC(=O)c2c(-c3ccccc3)noc2C)c1O	-8	2	-8	9	-6	0.7	4	3	-1
CC1CCC(NC(=O)C2CC(O)CN2S(=O)(=O)c2ccc([N+](=O)[O-])cc2)CC1 (configuration not stated)	x	x	-2	1	x	x	2	2	x
CC(CCCC(C)(C)O)NCc1cn[nH]c1-c1ccc2c(c1)OCO2 (configuration not stated)	-4	-5	-7	-6	-3	-0.6	3	13	5
CCC1(C)Cc2ccccc2-c2nc(NCCCO)[nH]c(=O)c21 (configuration not stated)	-4	-2	-7	1	1	1.8	45	-4	8
CC1CCc2c(cnc3ncnn23)C1 (configuration not stated)	-2	-1	-4	-6	-3	-0.1	1	2	-1
Cc1ccc(N2CC(C(=O)N3CCOCC3)CC2=O)cc1Cl (configuration not stated)	-6	-7	-7	-3	-1	0.1	19	1	-7
Cn1c(=O)oc2cc(S(=O)(=O)N3CCC(C(=O)NCc4ccccc4Cl)CC3)ccc21	10	-4	14	6	3	-1.2	0	1	-1
COc1ccc(N2CCCn3c2nc2c3c(=O)n(CCN3CCOCC3)c(=O)n2C)cc1	1	-2	-1	1	-4	-1.3	2	23	0
Cc1ccc(NS(=O)(=O)c2cccc(C(=O)NCCCN3CCCC3=O)c2)cc1	0	-6	10	4	0	-2.1	8	2	-1
Cc1ccc(S(=O)(=O)NCC(=O)OCC(=O)N2C(C)CCCC2C)cc1 (configuration not stated)	x	x	2	3	x	x	0	-5	x
Cc1cccc(N2CCN(C(=O)c3cn4ccccc4n3)CC2C)c1 (configuration not stated)	2	2	1	-3	0	0.0	1	-7	1
O=C(O)C1CCCN1C(=O)OCc1ccccc1 (configuration not stated)	5	-5	-1	2	0	0.2	0	3	0
CCn1c(C)cc(=S)c2ccccc21	7	2	8	3	-5	2.0	2	6	4
CCOc1ncccc1C(=O)OCC(=O)N1CCc2ccccc21	-3	-2	5	10	0	0.8	14	12	-2
CCn1c(SCC(=O)c2ccccc2)nnc1-c1cccs1	0	-3	-1	13	3	-0.1	2	4	-3
CCCc1cc(=O)[nH]c(SCC(=O)N(CC)Cc2ccccc2)n1	-4	-1	-6	3	0	2.1	5	12	-2
COc1ccccc1N1CCN(C(=O)CNC(=O)Cn2cnc3sc(C)c(C)c3c2=O)CC1	-3	4	-3	3	-7	-1.3	0	-2	0
CC12CS(=O)(=O)CC1SC(=S)N2Cc1ccccc1 (configuration not stated)	1	-4	4	-1	-2	0.3	-2	-1	-4
O=C(c1ccccc1)N1CCN=C1SCc1ccc([N+](=O)[O-])cc1	9	-4	-10	-1	1	-1.3	4	-2	0
CC(C)c1nc2ccc(NC(=O)C34CC5CC(CC(C5)C3)C4)cc2[nH]1	2	2	5	3	-2	-0.2	-3	7	-3
CCc1ccc(C(=O)NNC(=O)c2ccc3c(=O)n4c(nc3c2)CCC4)cc1	8	2	0	-4	1	1.8	5	-1	0
Cc1ccc(S(=O)(=O)N(CCC#N)CCN2CCCC2)cc1	-4	-2	0	1	-2	-0.9	-2	5	78*
CCOC(=O)c1c(NC(=S)NC(=O)/C=C/c2cccs2)sc(C)c1C	-9	3	11	-4	-5	3.0	20	-8	-1
NC(=O)c1c(NC(=O)CN2C(=O)CCC2=O)sc2c1CCCCC2	-1	-3	6	7	-2	-0.4	3	-15	-2
O=C(CN1CCN(C2CCCCC2)CC1)Nc1ccccc1-c1ccccc1	3	-4	-3	2	-1	0.2	-2	2	-4
O=C(O)Cn1c(=S)sc2ccccc21	-3	-2	5	3	-6	0.8	13	10	3
CCOC(=O)N1CCN(S(=O)(=O)N2CCCC(C(=O)NCCc3ccccc3)C2)CC1 (configuration not stated)	5	6	10	10	-1	-0.8	-1	10	-4
COc1ccc(/C=N/n2cncn2)cc1CSc1ccccn1	3	2	11	9	-1	0.7	2	9	0
Cc1ccc(C(C)C)c(OCc2nnc(SCC(=O)Nc3nccs3)n2C)c1	9	-3	7	2	1	1.0	2	-5	2
Cc1cc(C)c2nc(NC(=O)C3CSC4(C)CCC(=O)N34)sc2c1 (configuration not stated)	x	0	-1	-5	x	1.0	-8	-4	x
CCN(C(=O)CN1C(=O)/C(=C/c2ccccc2F)SC1=S)C1CCS(=O)(=O)C1 (configuration not stated)	1	1	-1	6	-1	2.9	0	-3	0
N#Cc1ccccc1OCC(=O)OCC(=O)Nc1ccc2c(c1)OCO2	x	-6	1	5	x	1.3	8	3	x
COc1ccc(CCNC(=O)CSc2nc3[nH]ncc3c(=O)[nH]2)cc1OC	4	-2	-5	-6	0	0.7	-3	3	0
CCCCn1c(SCC(=O)N(C)C2CCS(=O)(=O)C2)nc2cc(S(N)(=O)=O)ccc21 (configuration not stated)	-4	-1	-1	11	0	1.6	-1	3	-4

Other records follow.
SMILES	HCV core dimer	PP1 counter	procasp3 activ	PAFAH2 inh	TPT1 inh	PP5 primary	AHR activator	procasp7 counter	CTSL1 counter
O=C(Nc1cccc(C(F)(F)F)c1)c1cccc(NS(=O)(=O)c2ccc(O)c(C(=O)O)c2)c1	11	11	3	-17	2	6.9	2	-3	1
COc1ccccc1C(CCNCc1ccc(N(C)C)cc1)c1ccc(OC(C)C)cc1 (configuration not stated)	-3	16*	-1	-12	0	1.2	1	-1	2
O=C1CCC(C(=O)O)(c2ccccc2)C1 (configuration not stated)	-1	-2	12	x	-1	-1.8	0	-5	0
COc1cc(OC)cc(-c2c(-c3cccs3)c3cc(Br)ccc3n2C)c1	x	4	9	4	x	1.8	32	1	x
COc1cc(C)c(NC(=S)Nc2ccc(Cl)c(Cl)c2)cc1OC	-6	-3	-14	-1	2	1.8	11	-12	1
c1ccc(N2CCN(Cc3nc4ccccc4[nH]3)CC2)nc1	18	0	0	3	4	1.5	2	5	-1
COc1c(C)cc(C(=O)C2CCCN(C(=O)c3cc(C)n(C)n3)C2)cc1C (configuration not stated)	0	-2	-2	0	1	-1.1	-1	9	2
C#CCCCc1nc2ccccc2c(=O)n1N	-3	-3	-4	-6	0	1.2	1	9	-1
CN1CCN(c2nc(-c3ccccc3)cc(C(F)(F)F)n2)CC1	-6	0	-2	4	-3	3.6	3	6	0
CN(Cc1ccccc1)S(=O)(=O)c1ccccc1[N+](=O)[O-]	2	1	1	-4	2	0.3	-1	-4	-1
OC1CCCN(Cc2ccc3ccc4cccc5ccc2c3c45)C1 (configuration not stated)	-9	2	0	5	0	2.4	7	10	0
